High-throughput results (PubChem)
HCV inhibitor: HCV inhibition; Huh7.5.1 HCVcc-Cre infection, luciferase reporter, 44 h; Potency, µM (titrated, usually from 41.8 µM), inactives show top-dose activity change, negative = inhibition, most hits filed as inhibitors; actives 3.4% (n = 340,000); AID 651820; further: potency means the concentration at half of the fitted maximal effect
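1,000 cells/well; 4 h culture; + compound; + HCVcc-Cre (~0.5 moi); 44 h; luciferase substrate, RT 15 min; read 15 sec.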
HCMV inh: human cytomegalovirus inhibition. HFF cells, HCMV-luciferase reporter, 72 h; active compounds read low. activity change, negative = inhibition, % at 57.5 µM. actives 4.5% (n = 410,000); in the data active means activity change below about -60%; inconclusive means no clear call, values can overlap the other calls; inactive means above about -39%
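Screen run at 2 compound doses on HFFs infected with reporter HCMV, MOI 1 PFU/cell. Luciferase activity from cell lysates at 72 h post infection gave inhibition relative to buffer-only and Salinomycin wells.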
AmpC inh detg: AmpC beta-lactamase inhibition with detergent present; P00811; AmpC hydrolysis of nitrocefin, absorbance 480 nm, 0.01% Triton; Potency, µM (top dose mostly 114 µM), without a hit: at the top dose activity change, negative = inhibition, actives largely listed as inhibitors; actives 0.041% (n = 370,000); AID 485294;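 further: potency means the concentration at half of the fitted maximal effect; 0% = no-compound wells and -100% = no-enzyme wells; nearly all actives have a fitted effect of over 25% in size; some results filed as inactive show a strong effect at the top dose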
Target sequence (P00811 whole entry, looked up): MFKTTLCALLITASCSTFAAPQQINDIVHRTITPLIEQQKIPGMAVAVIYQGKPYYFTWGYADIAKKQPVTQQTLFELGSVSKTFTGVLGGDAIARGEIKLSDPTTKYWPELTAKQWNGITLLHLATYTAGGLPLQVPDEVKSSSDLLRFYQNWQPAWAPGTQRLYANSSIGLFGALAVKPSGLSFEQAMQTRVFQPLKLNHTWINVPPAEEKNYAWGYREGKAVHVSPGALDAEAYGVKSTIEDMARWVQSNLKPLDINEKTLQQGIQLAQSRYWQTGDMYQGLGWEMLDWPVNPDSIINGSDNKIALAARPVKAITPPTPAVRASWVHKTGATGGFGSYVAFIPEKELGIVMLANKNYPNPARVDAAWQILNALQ
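20 mM phosphate pH 7.0 + 0.01% (detergent screen) or 0.0001% Triton X-100; 5.3 nM AmpC reagent; cpd preinc 15 min RT; nitrocefin (800 uM stock) to start; A480 q20 s × 4 min; Activity was normalised to no-enzyme and no-compound control wells.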
Tb PYK inh: T. brucei pyruvate kinase inhibition; Q57TT1; TbPYK enzyme, Kinase-Glo Plus ATP luminescence, 45 min; Potency, µM (series often up to 76.8 µM), inactives show at the highest dose activity, negative = inhibition, usual class: inhibitors; actives 0.12% (n = 410,000); further: potency means the concentration at half of the fitted maximal effect; nearly all actives have a fitted effect of over 50% in size
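TbPYK + substrate in 50 mM TEA pH 7.2, 100 mM KCl, 10 mM MgCl2, 0.05% BSA, 0.01% Tween-20; cpd pinned; ADP 130 uM final; 45 min RT; Kinase-Glo Plus 10 min; luminescence endpoint.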
AMA1-RON2 inh: inhibitors of Plasmodium falciparum AMA1-RON2 interaction; actives 0.2% (n = 360,000); AlphaScreen AMA1-biotinylated RON2 peptide binding; AID 720542; Potency, µM (top dose mostly 58.2 µM), inactives show top-dose activity change, negative = inhibition, hits mostly inhibitors;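 further: potency means the concentration at half of the fitted maximal effect; 0% = vehicle wells and -100% = peptide control; nearly all actives have a fitted effect of over 45% in size; some results filed as inactive show a strong effect at the top dose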
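AMA1 (3D7) with his tag at 25 nM final met compounds first, then biotinylated RON2 peptide at 25 nM; detection used donor plus acceptor beads, 10 µg/mL apiece, read by AlphaScreen after 30 min at room temperature.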
LmPK inh: inhibitors of Leishmania mexicana pyruvate kinase; Potency, µM (highest dose often 57.5 µM), for inactives: top-dose activity change, negative = inhibition, usual class: inhibitors; actives 0.37% (n = 290,000); purified LmPK, Kinase-Glo ATP luminescence, 1 h; AID 1721; Q27686; further: potency means the concentration at half of the fitted maximal effect
Target sequence (Q27686 whole entry, looked up): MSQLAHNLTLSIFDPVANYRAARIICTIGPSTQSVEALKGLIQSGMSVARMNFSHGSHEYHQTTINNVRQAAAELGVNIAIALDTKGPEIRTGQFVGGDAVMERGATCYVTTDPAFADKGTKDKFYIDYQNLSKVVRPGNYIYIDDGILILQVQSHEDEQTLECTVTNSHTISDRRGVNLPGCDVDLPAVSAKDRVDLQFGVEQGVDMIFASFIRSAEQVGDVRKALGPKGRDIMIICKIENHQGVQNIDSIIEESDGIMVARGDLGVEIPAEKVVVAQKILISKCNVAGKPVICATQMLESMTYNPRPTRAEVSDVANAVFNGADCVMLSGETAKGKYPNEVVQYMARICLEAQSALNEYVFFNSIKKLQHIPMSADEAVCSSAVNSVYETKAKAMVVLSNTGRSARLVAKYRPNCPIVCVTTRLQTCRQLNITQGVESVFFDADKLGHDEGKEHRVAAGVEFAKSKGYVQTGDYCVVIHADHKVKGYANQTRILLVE
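Screened at intermediate enzyme activity to detect both inhibitors and activators: LmPK at 0.1 nM, with a 0.5 nM enzyme column as activation reference. PEP 0.5 mM, ADP 0.1 mM; ATP detected by luminescence after 1 h.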
AmpC inh no detg: inhibitors of E. coli AmpC beta-lactamase without detergent. AmpC nitrocefin hydrolysis, absorbance 480 nm, 0.0001% Triton. P00811. actives 0.52% (n = 330,000). AID 485341. Potency, µM (series often up to 57.1 µM), for inactives: at the top dose activity change, negative = inhibition, usual class: inhibitors;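 further: potency means the concentration at half of the fitted maximal effect; plate controls were no compound for no effect and no enzyme for full effect; nearly all actives have a fitted effect of over 20% in size; some results filed as inactive show a strong effect at the top dose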
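AmpC (5.3 nM in the dispensed reagent) in 20 mM phosphate pH 7.0 with 0.01% (detergent screen) or 0.0001% Triton X-100 was preincubated with compounds for 15 min at room temperature. Nitrocefin was then added from an 800 uM solution, and hydrolysis was followed at 480 nm.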
* = called active by the depositor; u = inconclusive; x = no result given; & = joins results of further samples; [ ] = another dose, or the depositor's remark. Unless noted, the call rests on the fitted dose curve; in most records, active means well fitted curve in the direction sought with a large enough effect; inconclusive means small, poorly fitted or top-dose-only effect, or another doubt; inactive means no such curve, though single readings can be large; an effect the other way counts as inactive or inconclusive. Unless noted, on the % scale 0 is the no-effect control and ±100 the full control effect.

SMILES	HCV inhibitor	HCMV inh	AmpC inh detg	Tb PYK inh	AMA1-RON2 inh	LmPK inh	AmpC inh no detg
c1ccc2c(c1)OCC(CNc1ncnc3nc[nH]c13)O2 (stereo not drawn)	u	-62*	-13%	-8%	7%	-2%	-19%
CCOC(=O)C(=NCCOC)NNc1cc(Cl)ccc1Cl	u	-15	u	5%	-12%	1%	20%
O=C(CN1C(=O)c2ccc([N+](=O)[O-])cc2C1=O)Nc1nnc(C2CC2)s1	33%[activator]	-29	x	-2%	45%[activator]	x	-25%
COC(=O)[C@H](CCSC)NC(=O)Nc1ccc(C(C)C)cc1	-4%	-7	-11%	0%	-8%	3%	-10%
O=C(Nc1ccc(Cl)c(Cl)c1)c1ccc(Cn2c(=O)[nH]c3ccsc3c2=O)cc1	5%[8.37 µM]	u	u	3%	1%	2%	-30%
Nc1ccccc1SC1CC(=O)N(c2ccccc2Cl)C1=O (stereo not drawn)	-12%	-35	-1%	0%	4%	3%	-6%
Cc1cc(C=O)c(C)n1C1CCCCC1	11%	-28	-3%	-7%	-6%	5%	1%
CC(C)CCNC(=O)c1nnc(Cc2ccc(Cl)cc2)o1	9%	6	8%	3%	0%	5%	-4%
CC(=O)Nc1ccc(NC(=O)CSc2nnc(NC(=O)C3CC3)s2)cc1	x	55	-5%	7%	2%	-6%	-11%
CNC(=O)c1cc(S(=O)(=O)NCc2ccncc2)ccc1OC	-2%	u	u	-4%	-5%	4%	-10%
COc1cccc2cc(C(=O)NCc3ccc(F)cc3)c(=N)oc12	-16%	-8	3%	0%	47%	-8%	-12%
COc1ccc(-c2nc(CCNC(=O)c3cc(OC)c(OC)c(OC)c3)cs2)cc1	x	117	1%	1%	x	x	x
CC1=C(C(=O)OCc2ccccc2)N2C(=O)[C@@H](NC(=O)COc3ccccc3)[C@H]2SC1	-4%	-31	u	-4%	-4%	3%	-10%
O=C(COC(=O)CC1CC2CCC1C2)NCc1ccc(F)cc1 (stereo not drawn)	-15%	3	x	3%	-21%	x	-1%
Cc1ccnc(NC(=O)CCCOc2ccccc2)c1	-16%	88	-13%	-12%	-4%	4%	-10%
COc1cc(C[C@H](C)[C@H](C)Cc2ccc3c(c2)OCO3)ccc1O	-10%[8.37 µM]	x	2%	3%	u	4%	-19%
COc1ccc(-c2csc(NC(=O)COC(=O)Cc3ccc(Cl)cc3Cl)n2)cc1	u	x	-3%	x	x	3%	-32%
CCOC(=O)N1CCC(N2CCN(Cc3ccc(C)o3)C(CCO)C2)CC1 (stereo not drawn)	10%	15	5%	-5%	-18%	0%	-8%
CCCCCCN1C[C@@H](n2cc(COC(=O)c3ccccc3)nn2)[C@H](O)C[C@@H]1c1ccc(OC)cc1	x	-7	x	-2%	5%	x	x
CCOc1ccc(NC(=O)CSc2nc3cccnc3n2CCOC)cc1	-6%	-9	-7%	1%	0%	-1%	7%
Cn1c(SCC(=O)NCc2ccc3c(c2)OCO3)nnc1-c1cccs1	-11%	24	-4%	4%	u	0%	-6%
COc1ccc(-c2nnc(C)c3nocc23)cc1	5%	5	-4%	3%	0%	1%	-16%
Cc1ccc(S(=O)(=O)N2CCC(C(=O)NCc3ccccc3Cl)CC2)cc1	-24%	46&-20	6%&-1%	0%&3%	0%	7%	-26%
COC(=O)c1sc2nc(C)nc(SCC(=O)N3CCC(C(=O)O)CC3)c2c1C	-10%	-1	4%	-3%	-4%	-6%	-5%
O=C(N[C@H]1c2ccccc2C[C@H]1O)[C@H]1O[C@@H](n2ccc(=O)[nH]c2=O)[C@H](O)[C@@H]1O	x	13	x	-1%	7%	x	x

15 structures already listed, sorted by length of the SMILES, falling.
SMILES	HCV inhibitor	HCMV inh	AmpC inh detg	Tb PYK inh	AMA1-RON2 inh	LmPK inh	AmpC inh no detg
O=C(N[C@H]1c2ccccc2C[C@H]1O)[C@H]1O[C@@H](n2ccc(=O)[nH]c2=O)[C@H](O)[C@@H]1O	x	13	x	-1%	7%	x	x
CCCCCCN1C[C@@H](n2cc(COC(=O)c3ccccc3)nn2)[C@H](O)C[C@@H]1c1ccc(OC)cc1	x	-7	x	-2%	5%	x	x
CC1=C(C(=O)OCc2ccccc2)N2C(=O)[C@@H](NC(=O)COc3ccccc3)[C@H]2SC1	-4%	-31	u	-4%	-4%	3%	-10%
O=C(CN1C(=O)c2ccc([N+](=O)[O-])cc2C1=O)Nc1nnc(C2CC2)s1	33%[activator]	-29	x	-2%	45%[activator]	x	-25%
COc1ccc(-c2csc(NC(=O)COC(=O)Cc3ccc(Cl)cc3Cl)n2)cc1	u	x	-3%	x	x	3%	-32%
COC(=O)c1sc2nc(C)nc(SCC(=O)N3CCC(C(=O)O)CC3)c2c1C	-10%	-1	4%	-3%	-4%	-6%	-5%
Cc1ccc(S(=O)(=O)N2CCC(C(=O)NCc3ccccc3Cl)CC2)cc1	-24%	46&-20	6%&-1%	0%&3%	0%	7%	-26%
COc1cc(C[C@H](C)[C@H](C)Cc2ccc3c(c2)OCO3)ccc1O	-10%[8.37 µM]	x	2%	3%	u	4%	-19%
CC(=O)Nc1ccc(NC(=O)CSc2nnc(NC(=O)C3CC3)s2)cc1	x	55	-5%	7%	2%	-6%	-11%
Cn1c(SCC(=O)NCc2ccc3c(c2)OCO3)nnc1-c1cccs1	-11%	24	-4%	4%	u	0%	-6%
COC(=O)[C@H](CCSC)NC(=O)Nc1ccc(C(C)C)cc1	-4%	-7	-11%	0%	-8%	3%	-10%
CNC(=O)c1cc(S(=O)(=O)NCc2ccncc2)ccc1OC	-2%	u	u	-4%	-5%	4%	-10%
CC(C)CCNC(=O)c1nnc(Cc2ccc(Cl)cc2)o1	9%	6	8%	3%	0%	5%	-4%
COc1ccc(-c2nnc(C)c3nocc23)cc1	5%	5	-4%	3%	0%	1%	-16%
Cc1cc(C=O)c(C)n1C1CCCCC1	11%	-28	-3%	-7%	-6%	5%	1%

Next part:
SMILES	HCV inhibitor	HCMV inh	AmpC inh detg	Tb PYK inh	AMA1-RON2 inh	LmPK inh	AmpC inh no detg
CCOC(=O)c1[nH]c2cc3c(cc2c1NC(=O)CN1CCCCC1C)OCO3 (stereo not drawn)	x	x	-2%	x	x	0%	-29%
CC(C)(C)NC(=O)Cn1c(SCC(=O)NC2CCCC2)nc2ccccc21	4%	-16	-2%	-2%	-5%	-2%	0%
CCOC(=O)C1CCN(C(=O)COC(=O)c2oc3ccccc3c2C)CC1	-6%	-14	-1%	2%	8%	x	0%
Cc1ccc(NC(=O)C/C(N)=N/OC(=O)Nc2cccc(Cl)c2)cc1	5%	-11	2%	-5%	3%	x	-20%
Cc1ccc(C(=O)OCCc2sc[n+](Cc3ccccc3)c2C)cc1	7%	-40	-4%	0%	1%	0%	8%
CN(Cc1cnccn1)C(=O)CC1C(=O)NCCN1CC(c1ccccc1)c1ccccc1 (stereo not drawn)	4%	7	5%	0%	16%	1%	83%[activator]
Cc1onc(-c2ccccc2Cl)c1C(=O)OCC(=O)c1ccccc1	-19%	u	3%	-2%	22%	2%	-11%
C#CCNC(=O)C1=C[C@H](C2CCCCC2)C[C@H](OCCCCO)O1	8%	-17	10%	-1%	16%	8%	52%
CCOC(=O)c1ccc(NC(=O)NCCOCCn2c(=O)oc3ccccc32)cc1	x	-27	16%	1%	x	x	x
O=C(NC1(C(F)(F)F)N=C2SCCN2C1=O)c1cccnc1 (stereo not drawn)	16%	-9	-6%	-4%	27%	-2%	-15%
COC(=O)c1ccc(Cl)c(NC(=O)CN2CCOCC2)c1	-3%	-5	u	4%	-8%	-7%	-20%
O=C(CSc1nnc(CNC(=O)c2cccs2)o1)c1ccc(Cl)cc1	u	-10	0%	8%	108%[activator]	-7%	-34%
Cc1ccc(Cl)cc1N(C)C(=O)c1cnc(N2CCOCC2)c2ccccc12	x	-5	-3%	3%	x	x	x
O=C(COC(=O)COc1cccc(F)c1)NCC1CCCCC1	28%	-21	x	-2%	21%	x	-13%
CCOC(=O)Cc1csc(NC(=O)NC2(C(F)(F)F)Oc3ccccc3O2)n1	u	24	-10%	-5%	18%	8%	-36%
CN1CC(=O)NC1=NC(=O)C12CC3CC(CC(C3)C1)C2	5%	-36	u	-4%	6%	-3%	-12%
CC(=O)N1CCCc2cc(S(=O)(=O)N(C)CC(=O)Nc3cccc(Cl)c3C)ccc21	x	-25	-4%	-4%	x	x	x
CC1(C)N([O-])C2=C(c3ccccc3C2=O)[N+](=O)C1(C)C	16%	-4	-8%	-11%	7%	8%	-14%
O=C(/C=C/c1ccccc1)c1ccccc1O	27%	x	-7%	-1%	-10%	u	-3%
O=C1Nc2ccc(Br)cc2/C1=N/N=C/C1=C(N2CCOCC2)C(=C\c2ccccc2)/CC1	u	52	0%	-28%	-10%	14µM*	-20%
CCc1ccc(CCN2C(=O)c3ccccc3C2=O)nc1	-10%	0	-6%	2%	5%	1%	-10%
Cc1cnc(C(=O)OC(C(=O)c2ccccc2)c2ccccc2)cn1 (stereo not drawn)	15%	1	5%	0%	-11%	x	-7%
Cc1nc(CN(C)C(=O)C2CCC(=O)N(CCc3cccc(F)c3)C2)cs1 (stereo not drawn)	15%	u	1%	-9%	-3%	-1%	-16%
Cc1cc(F)c(F)c(C(=O)N2CCC(C)CC2)c1Cl	17%	u	2%	6%	-4%	8%	119%[activator]
Cc1cccc2cc(/C=N/NC(=O)c3ccncc3)c(Cl)nc12	u	-11	u	2%	-6%	1%	-10%
CC1CCc2sc(C(=O)Nc3ccc(C(N)=O)cc3)cc2C1 (stereo not drawn)	u	-23	6%	-7%	-7%	6%	-19%
O=C(CNC(=O)c1cccc(OC(F)F)c1)Nc1ccc(Cl)cc1	-22%	22	-7%	-3%	0%	-2%	-15%

For reference, 2 of the compounds above:
SMILES	HCV inhibitor	HCMV inh	AmpC inh detg	Tb PYK inh	AMA1-RON2 inh	LmPK inh	AmpC inh no detg
CCOC(=O)c1[nH]c2cc3c(cc2c1NC(=O)CN1CCCCC1C)OCO3 (stereo not drawn)	x	x	-2%	x	x	0%	-29%
CC(C)(C)NC(=O)Cn1c(SCC(=O)NC2CCCC2)nc2ccccc21	4%	-16	-2%	-2%	-5%	-2%	0%
